High-throughput results (PubChem BioAssay)
aSyn tox rescue = rescues yeast growth from alpha-synuclein toxicity; AID 1347070; S. cerevisiae alpha-synuclein toxicity rescue, BacTiter-Glo growth, 24 h; Potency, µM (highest dose often 46.1 µM), inactives show top-dose growth rescue (activation), most hits filed as activators; hit rate 0.02% among 94,000; active means well fitted activation curve with a large enough effect; inconclusive means small, poorly fitted or top-dose-only effect; further: 0% is about no effect
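Growth restoration measured by BacTiter-Glo luminescence after 24 hr at 30 deg C; alpha-synuclein yeast, raffinose-pregrown to mid-log, were added at OD600=0.02 in galactose medium onto pinned compounds.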
An asterisk follows results filed as active; ? = inconclusive; [ ] = dose if it differs, or a comment. Potency means the concentration at half of the fitted maximal effect. Not all compounds are listed; rates above refer to the full screens.

The opening 20 entries, ahead of the listing:
| No. | Compound | aSyn tox rescue |
| --- | --- | --- |
| 1 | COc1ccc(C(=O)C(C)[n+]2ccc(-c3nnc4n3CCCCC4)cc2)cc1 (configuration not stated) | 8% |
| 2 | CCOc1ccc(CNC(=O)Cn2nc(C)c3nn(-c4ccc(Cl)cc4)c(C)c3c2=O)cc1OC | 1% |
| 3 | O=C(Nc1ccccc1)N1CCC(n2c(=O)[nH]c3ccccc32)CC1 | 4% |
| 4 | O=C(C1CCCN(S(=O)(=O)c2cccc3nonc23)C1)N1CCN(c2ccccc2F)CC1 (configuration not stated) | 3% |
| 5 | COc1cc(/C=C2\SC(=S)N(CC(=O)O)C2=O)ccc1OS(=O)(=O)c1ccc(C)cc1 | -1% |
| 6 | Cc1ccc(CCNC(=O)C2CCN(Cc3nc(-c4ccccc4C)oc3C)CC2)cc1 | 3% |
| 7 | Cc1ccc(NC(=O)Nc2c(C)n(C)n(-c3ccccc3)c2=O)cc1C | 10% |
| 8 | O=c1c(N2CCN(c3cccc(C(F)(F)F)c3)CC2)csc2ccc(Cl)cc12 | -3% |
| 9 | CCC(=O)Nc1sc2c(c1C(N)=O)CCN(Cc1ccccc1)C2 | 0% |
| 10 | CC(=O)c1cccc(NS(=O)(=O)c2cccc(S(=O)(=O)c3ccc(Br)cc3)c2)c1 | -1% |
| 11 | CCn1c(C)c(C2N3CC4(C)CN2CC(CC)(C3)C4=O)c2ccccc21 (configuration not stated) | 0% |
| 12 | COC(=O)c1ccc2c(=O)[nH]c(CSc3nc(-c4ccc(F)cc4)cs3)nc2c1 | -7% |
| 13 | COc1ccccc1NC(=O)C1=C(C)Nc2nc(SCc3ccccc3F)nn2C1c1cccs1 (configuration not stated) | -5% |
| 14 | O=C(NCCSCc1ccc(Cl)cc1)C1CCN(S(=O)(=O)Cc2ccccc2)CC1 | -1% |
| 15 | COc1cccc(C(=O)NC2CC(=O)N(c3ccc4c(c3)OCCO4)C2)c1OC (configuration not stated) | 7% |
| 16 | COc1ccc(S(=O)(=O)N(Cc2nc(-c3ccccc3)no2)C2CCCCC2)cc1 | 9% |
| 17 | COc1cccc(C2CC(=O)Nc3cc(OC)c(OC)c(OC)c32)c1OC(C)C (configuration not stated) | 6% |
| 18 | COc1ccc(NC(=O)COc2ccc(S(=O)(=O)NC3CCCCC3)cc2)c(OC)c1 | 0% |
| 19 | CC(=O)N1CCCc2cc(S(=O)(=O)Nc3ccc(C)c(F)c3)ccc21 | 3% |
| 20 | COc1ccccc1N1CCN(C2CCCN(C(=O)c3cc(C(C)C)on3)C2)CC1 (configuration not stated) | 2% |

The listing, from the first entry:
| No. | Compound | aSyn tox rescue |
| --- | --- | --- |
| 1 | COc1ccc(C(=O)C(C)[n+]2ccc(-c3nnc4n3CCCCC4)cc2)cc1 (configuration not stated) | 8% |
| 2 | CCOc1ccc(CNC(=O)Cn2nc(C)c3nn(-c4ccc(Cl)cc4)c(C)c3c2=O)cc1OC | 1% |
| 3 | O=C(Nc1ccccc1)N1CCC(n2c(=O)[nH]c3ccccc32)CC1 | 4% |
| 4 | O=C(C1CCCN(S(=O)(=O)c2cccc3nonc23)C1)N1CCN(c2ccccc2F)CC1 (configuration not stated) | 3% |
| 5 | COc1cc(/C=C2\SC(=S)N(CC(=O)O)C2=O)ccc1OS(=O)(=O)c1ccc(C)cc1 | -1% |
| 6 | Cc1ccc(CCNC(=O)C2CCN(Cc3nc(-c4ccccc4C)oc3C)CC2)cc1 | 3% |
| 7 | Cc1ccc(NC(=O)Nc2c(C)n(C)n(-c3ccccc3)c2=O)cc1C | 10% |
| 8 | O=c1c(N2CCN(c3cccc(C(F)(F)F)c3)CC2)csc2ccc(Cl)cc12 | -3% |
| 9 | CCC(=O)Nc1sc2c(c1C(N)=O)CCN(Cc1ccccc1)C2 | 0% |
| 10 | CC(=O)c1cccc(NS(=O)(=O)c2cccc(S(=O)(=O)c3ccc(Br)cc3)c2)c1 | -1% |
| 11 | CCn1c(C)c(C2N3CC4(C)CN2CC(CC)(C3)C4=O)c2ccccc21 (configuration not stated) | 0% |
| 12 | COC(=O)c1ccc2c(=O)[nH]c(CSc3nc(-c4ccc(F)cc4)cs3)nc2c1 | -7% |
| 13 | COc1ccccc1NC(=O)C1=C(C)Nc2nc(SCc3ccccc3F)nn2C1c1cccs1 (configuration not stated) | -5% |
| 14 | O=C(NCCSCc1ccc(Cl)cc1)C1CCN(S(=O)(=O)Cc2ccccc2)CC1 | -1% |
| 15 | COc1cccc(C(=O)NC2CC(=O)N(c3ccc4c(c3)OCCO4)C2)c1OC (configuration not stated) | 7% |
| 16 | COc1ccc(S(=O)(=O)N(Cc2nc(-c3ccccc3)no2)C2CCCCC2)cc1 | 9% |
| 17 | COc1cccc(C2CC(=O)Nc3cc(OC)c(OC)c(OC)c32)c1OC(C)C (configuration not stated) | 6% |
| 18 | COc1ccc(NC(=O)COc2ccc(S(=O)(=O)NC3CCCCC3)cc2)c(OC)c1 | 0% |
| 19 | CC(=O)N1CCCc2cc(S(=O)(=O)Nc3ccc(C)c(F)c3)ccc21 | 3% |
| 20 | COc1ccccc1N1CCN(C2CCCN(C(=O)c3cc(C(C)C)on3)C2)CC1 (configuration not stated) | 2% |
| 21 | NS(=O)(=O)c1ccc(CCNC(=O)C2COc3ccccc3C2)cc1 (configuration not stated) | -6% |
| 22 | Cc1ccccc1NC(=O)Cc1cccc(C(F)(F)F)c1 | 5% |
| 23 | Cn1c(=O)n(Cc2ccc(F)cc2)c(=O)c2c1nc1n2CCN1Cc1ccco1 | -5% |
| 24 | COc1ccc(C(=O)COC(=O)c2nn(C)cc2Cl)cc1 | 4% |
| 25 | COc1ccccc1NC(=O)CN(c1cc(C)cc(C)c1)S(=O)(=O)c1c(C)[nH]c(=O)[nH]c1=O | -7% |
| 26 | CC(=O)Cn1c(CN2CCCC2)nc2ccccc2c1=O | -9% |
| 27 | Cn1c(=O)c2ccccc2n(CC(=O)N2CCCc3ccccc32)c1=O | -6% |
| 28 | COCCCNC(=O)c1cnc2sc(N3CCCCCC3)nn2c1=O | -5% |
| 29 | COc1ccc(Cl)cc1C(=O)Nc1ccc(S(N)(=O)=O)cc1 | -7% |
| 30 | Cc1ccc2c(c1)c1c(c(=O)n(-c3ccccc3)c(=O)n1CC(=O)NCCC1=CCCCC1)n2C | 3% |
| 31 | C[C@@H]1CN([C@@H](C)CO)C(=O)c2cc(-c3ccccc3F)cnc2O[C@H]1CN(C)Cc1cccc(F)c1 | -7% |
| 32 | COc1ccc(OC)c(CNS(=O)(=O)c2ccc(-c3cc(C(F)(F)F)on3)s2)c1 | 17% |
| 33 | COc1ccccc1C(=O)Nc1ccc(S(=O)(=O)Nc2nccs2)cc1 | 1% |
| 34 | CCOC(=O)c1c(-c2ccc(C)cc2)csc1NC(=O)c1cc(=O)c2cc(C)c(C)cc2o1 | -39%[inhibitor] |
| 35 | COc1ccc(-c2nnc(NC(=O)C3CCCN3S(=O)(=O)c3cccs3)o2)cc1 (configuration not stated) | 8% |
| 36 | Cc1ccc(C)c(N2CCN(C(=O)Cn3cnc4onc(-c5ccc(F)cc5)c4c3=O)CC2)c1 | ? |
| 37 | Cc1cc(NC(=O)CSc2ncc(C(=O)Nc3ccc(F)cc3)c(=O)n2C)no1 | 8% |
| 38 | Cc1cc(C)cc(NCc2nnc3n2CCCCC3)c1 | 2% |
| 39 | Nc1cc(=O)[nH]c(SCC(=O)NNC(=O)Cc2ccccc2)n1 | 2% |
| 40 | CN1C(=O)c2ccccc2NC(=O)[C@]12O[C@@H]2c1cccc(O)c1 | -1% |
| 41 | C[C@@H]1Cn2cnc(C(=O)N[C@@H](C)C(=O)OC(C)(C)C)c2C(=O)N1 | 9% |
| 42 | CCOc1ccc(C(CC(=O)O)NC(=O)COc2ccccc2)cc1OC (configuration not stated) | -8% |
| 43 | CC1(C(=O)O)CCC2(C)CCC3(C)C(=CC(=O)C4C5(C)CCC(=O)C(C)(C)C5CCC43C)C2C1 (configuration not stated) | -16% |
| 44 | CCN1CCC(N(Cc2ccc(F)cc2)C(=O)Nc2cccc(C(F)(F)F)c2)CC1 | 0% |
| 45 | Cc1noc(C)c1CSCC(=O)OCC(=O)Nc1ccc(OC(F)(F)F)cc1 | 9% |
| 46 | COC(=O)c1cccc(NC(=S)N2CCCCC2)c1 | -1% |
| 47 | CCOc1ccc(-c2nn(-c3ccccc3)cc2C2NC(=O)NC(C)=C2C(=O)OC(C)C)cc1 (configuration not stated) | 8% |
| 48 | O=C(CCc1ccc(S(=O)(=O)N2CCOCC2)cc1)Nc1ccc2c(c1)OCCO2 | -6% |
| 49 | CCOC(=O)C1CCN(C(=O)COC(=O)c2cccc(NS(=O)(=O)c3ccccc3)c2)CC1 | 0% |
| 50 | Cc1ccc(Cn2c(=O)c3ccccc3n3c(-c4ccccc4)nnc23)cc1 | -8% |

(51) COc1cccc(-c2nnc3n(Cc4ccccc4Cl)c(=O)c4ccccc4n23)c1O
  aSyn tox rescue: -1%

(52) CC1(C)CC(=O)C=C(c2n[nH]nc2-c2ccccc2)C1
  aSyn tox rescue: -10%

(53) CCOC(=O)c1ccc(NC(=O)CN2C(=O)NC3(CCC(C)CC3)C2=O)cc1 (configuration not stated)
  aSyn tox rescue: -4%

(54) COc1ccc(/C=C/c2ccc3c(Br)ccc(O)c3n2)cc1
  aSyn tox rescue: 3%

(55) CC1CCC2(CC1)NC(=O)N(NC(=O)C1CCN(C(=O)c3ccc(Cl)cc3)CC1)C2=O (configuration not stated)
  aSyn tox rescue: 7%

(56) COc1cccc(CNC(=O)Cc2csc3nc(-c4ccccc4)cn23)c1
  aSyn tox rescue: 0%

(57) O=S(=O)(Nc1ccc(-c2ccc3nncn3n2)cc1)c1cccs1
  aSyn tox rescue: 0%

(58) CCOc1ccc(NC(=O)/C(=C\c2ccc(OC(C)=O)c(OC)c2)NC(C)=O)cc1
  aSyn tox rescue: 2%

(59) Cc1cc(Br)ccc1NC(=O)C(Cc1ccccc1)NS(=O)(=O)c1ccc(Br)s1 (configuration not stated)
  aSyn tox rescue: -2%

(60) COc1ccc(-n2ncc(C(=O)N3CCN(C(=O)c4ccco4)CC3)c2C2CCN(C(=O)OC(C)(C)C)CC2)cc1
  aSyn tox rescue: -3%

(61) COc1ccc(Cl)cc1NC(=O)Cn1c(=O)c2ccccc2n2nncc12
  aSyn tox rescue: 3%

(62) Cc1oc(-c2ccccc2F)nc1Cn1c(SCc2cccc(C(F)(F)F)c2)nc2ccncc21
  aSyn tox rescue: -6%

(63) COc1ccc2[nH]cc(CCNS(=O)(=O)c3ccc(NC(C)=O)cc3)c2c1
  aSyn tox rescue: 7%

(64) CCOc1ccc(NC(=O)CSc2nc(-c3ccc(OC)cc3)nc3c2Cc2c(CO)cnc(C)c2O3)cc1
  aSyn tox rescue: -8%

(65) Cc1ccc(NC(=O)c2cnn(C)c2)cc1[N+](=O)[O-]
  aSyn tox rescue: 6%

(66) O=C1NC(Cc2ccccc2)c2nc3cc(F)c(F)cc3c(=O)n2-c2ncccc21 (configuration not stated)
  aSyn tox rescue: 8%

(67) CCCCOc1cccc(C(=O)Nc2ccc3oc(-c4cccnc4)nc3c2)c1
  aSyn tox rescue: 10%

(68) Nc1cccc2c1C(=O)N(CCOc1ccccc1F)C2=O
  aSyn tox rescue: -6%

(69) CCOc1ccc(CN2C(=O)c3ccccc3Sc3ccc(C(=O)NCc4ccc(C)cc4)cc32)cc1
  aSyn tox rescue: 3%

(70) COc1ccc(Cl)cc1NC(=O)c1ccc2c(c1)CCN2S(C)(=O)=O
  aSyn tox rescue: -17%

(71) N#Cc1ccc(NC(=O)Nc2cccc(C#N)c2)cc1
  aSyn tox rescue: 1%

(72) Cc1nc2scc(C)n2c(=O)c1S(=O)(=O)NCCc1ccccc1
  aSyn tox rescue: -12%

Quoted from the results shown for reference:
(61) COc1ccc(Cl)cc1NC(=O)Cn1c(=O)c2ccccc2n2nncc12
  aSyn tox rescue: 3%

(62) Cc1oc(-c2ccccc2F)nc1Cn1c(SCc2cccc(C(F)(F)F)c2)nc2ccncc21
  aSyn tox rescue: -6%
